Source: PubChem (several laboratories)
GC-A act = GC-A stimulated cGMP production enhancers – HEK293 GC-A cells, cGMP TR-FRET, EC30 ANP, primary screen | Atrial natriuretic peptide receptor 1 (Homo sapiens), P16066 | 0% at EC30 ANP, 100% saturating ANP | activation, % at 10 µM | 0.14% of 370,000 active | AID 1671463, 2021; in the data active means activation above about 40%
ASAP1 GAP inh = inhibitors of human ASAP1 ArfGAP activity, primary screen, biochemical, fluorescence polarization | Arf-GAP with SH3 domain, ANK repeat and PH domain-containing protein 1 (Homo sapiens), … | ASAP1-stimulated ARF1 GTP hydrolysis, GDP FP detection | inhibition, % at 16.5 µM | 0.19% of 360,000 active | AID 624377, 2012; in the data active means inhibition above about 25%;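 further: 0% = vehicle with enzyme and substrate and 100% = no enzyme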
SMARCA2 act = SMARCA2 (BRM) function activators, primary screen, cell-based, luminescence, high throughput. MG213 cells, MMTV-luciferase reporter, dexamethasone, overnight. activation, % at 9.1 µM. 1% of 370,000 active; in the data active means activation above about 7.8%;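 further: 0% = vehicle wells and 100% = reference activator wells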
PG9 Ab binder = binders of HIV-1 gp120 antibody PG9, primary screen, biochemical, TR-FRET. inhibition, % at 6.7 µM. TR-FRET gp120-PG9 antibody binding. HIV-1 gp120 / PG9 antibody interaction. 0.43% of 360,000 active; in the data active means inhibition above about 8.5%
Rev-erbA mod = modulators of Rev-erb alpha DNA binding, primary screen, biochemical, FITC-DNA, fluorescence polarization, uHTS; Nuclear receptor subfamily 1 group D member 1 (Homo sapiens), P20393; Rev-erbα–FITC-DNA binding, 90 min; activity, % at 10 µM; 0.79% of 370,000 active;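 active means activity above about 14%, limit read from the data; passing the limit was not always enough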;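 further: 0% = DMSO wells with 35 nM protein and 100% = DMSO wells with 750 nM protein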
mABHD4 FP = ABHD4 inhibitors, primary screen, biochemical, fluorescence polarization, mouse; (Lyso)-N-acylphosphatidylethanolamine lipase (Mus musculus), Q8VD66; purified mABHD4, FP-Rh probe fluorescence polarization; inhibition, % at 8.92 µM; 0.54% of 370,000 active; AID 720543, 2013;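 active means inhibition exceeding the mean over every tested compound plus 3 SD, cut at about 30% in these data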;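 further: 0% = plate median of compound wells and 100% = S159A mutant with DMSO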
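Test system: mABHD4 protein; Read-out basis: % inhibition; Incubation: 45 min + 60 min at 25 °C; Repeats: single replicate; Technique: fluorescence polarization with parallel and perpendicular emission, 525/598 nm; Compound: 8.92 µM, single dose; Benchmarks: full inhibition S159A mutant plus DMSO, zero as sample-well median.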
ARFGAP1 inh = inhibitors of rat ARFGAP1 GAP activity, primary screen, biochemical, fluorescence polarization, GDP tracer; ADP-ribosylation factor GTPase-activating protein 1 (Rattus norvegicus), Q62848; Arfgap1-stimulated ARF1 GTP hydrolysis, GDP FP detection; inhibition, % at 16.5 µM; 0.26% of 360,000 active;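 active means inhibition above a per-plate limit, mean inhibition of low control wells plus 3 SD, cut at about 25% in these data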;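 further: 0% = DMSO wells with enzyme and 100% = wells lacking Arfgap1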
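material = rat Arfgap1 catalytic domain, aa 1-136 | also added = human ARF1(Δ1-17)-GTP substrate | compound dosing = one concentration, 16.5 µM, DMSO 1.26% | times = GTP hydrolysis reaction 2 h at 25 °C | measured by = FP, GDP Alexa 633 tracer displaced from anti-GDP antibody, 620/688 nm | evaluation = percent inhibition of Arfgap1-stimulated GTP hydrolysis | replication = single well per compound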
HTRA1 inhibitor = HTRA1 serine protease inhibitors, primary screen, biochemical, fluorescence polarization, HTS | Q92743 | recombinant HTRA1, FP-rhodamine activity-based probe | inhibition, % at 5.96 µM | 0.5% of 340,000 active | AID 504803, 2011; in the data active means inhibition above about 36%;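 further: 0% = enzyme with DMSO and 100% = wells lacking enzyme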
rCAG RNA binder = binders of r(CAG) RNA repeats, primary screen, biochemical, fluorescence | inhibition, % at 3 µM | r(CAG) RNA repeat, TO-PRO-1 dye displacement fluorescence | 1.3% of 370,000 active;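 active means inhibition above the plate cutoff, the mean of all test compounds on that plate plus 3 SD, cut at about 35% in these data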;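 further: 0% = DMSO alone and 100% = 100 µM mitoxantrone as full dye displacement; higher means more dye released from RNA so lower well fluorescence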
GC-B act = human GC-B receptor activators, primary screen, HEK293 GC-B cells, cGMP TR-FRET, EC30 CNP; Atrial natriuretic peptide receptor 2 (Homo sapiens), P20594; 0% at EC30 CNP, 100% saturating CNP; activation, % at 10 µM; 0.11% of 370,000 active;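 active means activation at 10 µM reaching about 35% in either raw or pattern-adjusted values, limit read from the data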
Target sequence (P20594 whole entry, looked up): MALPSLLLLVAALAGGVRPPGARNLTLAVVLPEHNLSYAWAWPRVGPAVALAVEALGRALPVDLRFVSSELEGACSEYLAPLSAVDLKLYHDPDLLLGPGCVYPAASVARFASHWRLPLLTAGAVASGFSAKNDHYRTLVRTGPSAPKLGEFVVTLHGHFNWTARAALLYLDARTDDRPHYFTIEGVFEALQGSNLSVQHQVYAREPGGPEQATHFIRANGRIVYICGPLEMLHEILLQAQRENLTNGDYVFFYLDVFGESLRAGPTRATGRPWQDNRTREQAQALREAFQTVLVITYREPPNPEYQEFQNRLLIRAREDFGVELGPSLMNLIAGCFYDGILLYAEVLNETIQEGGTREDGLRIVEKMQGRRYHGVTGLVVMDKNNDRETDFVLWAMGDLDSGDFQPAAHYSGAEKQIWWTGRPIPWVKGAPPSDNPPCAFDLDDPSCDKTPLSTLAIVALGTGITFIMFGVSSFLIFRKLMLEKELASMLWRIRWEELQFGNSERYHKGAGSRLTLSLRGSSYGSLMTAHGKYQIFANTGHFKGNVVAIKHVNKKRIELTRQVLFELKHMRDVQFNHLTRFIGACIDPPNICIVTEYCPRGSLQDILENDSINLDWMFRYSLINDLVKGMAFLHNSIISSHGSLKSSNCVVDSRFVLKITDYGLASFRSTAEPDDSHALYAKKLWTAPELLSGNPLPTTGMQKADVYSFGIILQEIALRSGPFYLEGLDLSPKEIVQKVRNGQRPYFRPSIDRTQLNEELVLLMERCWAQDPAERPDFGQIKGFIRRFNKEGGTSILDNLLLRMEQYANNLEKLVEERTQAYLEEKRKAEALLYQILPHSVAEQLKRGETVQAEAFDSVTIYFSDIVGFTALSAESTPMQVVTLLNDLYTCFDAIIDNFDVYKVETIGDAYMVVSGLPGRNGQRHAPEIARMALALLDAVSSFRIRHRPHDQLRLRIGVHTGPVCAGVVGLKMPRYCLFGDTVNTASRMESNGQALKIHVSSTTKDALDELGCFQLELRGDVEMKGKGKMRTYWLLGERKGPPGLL
The depositor's hits bear a star; . = no result given.

SMILES | GC-A act | ASAP1 GAP inh | SMARCA2 act | PG9 Ab binder | Rev-erbA mod | mABHD4 FP | ARFGAP1 inh | HTRA1 inhibitor | rCAG RNA binder | GC-B act
O=C(Cc1ccsc1)Nc1ccc(Cl)cc1Cl | 1 | -15 | 0 | -1.6 | -4 | 1 | -5 | -5 | 0 | 1
CC(C)C[C@H]1CNC(=O)C(=O)N1CC1CCN(CCc2ccccc2)CC1 | -3 | -4 | 3 | -0.5 | -6 | 6 | 4 | . | 1 | 2
Cc1ccnc(Nc2nc(-c3ccc(F)cc3)cs2)c1 | 8 | -3 | 1 | -0.3 | 6 | 13 | 13 | -3 | 3 | 5
C/C=C/c1ccc(OCCCCOc2ccccc2F)c(OC)c1 | -2 | -1 | -4 | -0.2 | -4 | 5 | 8 | -6 | -4 | 1
C=CCN(CC=C)Cc1c(O)ccc2c1oc(=O)c1ccccc12 | -6 | -1 | -2 | 4.6 | 2 | 11 | 0 | 1 | 8 | -4
COc1ccc(CNC(=S)NC2CCCC2)cc1 | 4 | -2 | -4 | -1.4 | 0 | 7 | -3 | 5 | -1 | 4
COc1ccc(S(=O)(=O)N2CCCCCC2)cc1C(=O)N(C)CCOc1ccccc1 | -4 | 1 | 2 | -1.1 | -9 | 4 | -5 | 2 | -7 | 4
Nc1nc(N)nc(C2C=CCCC2)n1 (configuration not stated) | -3 | 4 | -7 | 0.8 | -2 | -4 | 0 | 6 | 4 | 0
Cc1cccc(-c2nc(CN3CCCC(C(=O)NC4CCCCCC4)C3)c(C)o2)c1 (configuration not stated) | 0 | -4 | -4 | -0.3 | -5 | -6 | 7 | -24 | -1 | -4
CC(C)C(=O)NNC(=O)c1cc2sccc2s1 | 1 | 7 | 0 | -0.2 | -6 | 7 | 7 | 15 | 0 | -1
CC(=NN1CCN(Cc2ccccc2Cl)CC1)c1ccc(O)cc1 | 0 | . | -6 | . | -2 | -6 | . | . | 1 | -4
COc1ccccc1Oc1ccc(S(=O)(=O)N2CCOCC2)cc1S(=O)(=O)N1CCOCC1 | -1 | -4 | 1 | 0.7 | 2 | 1 | -6 | -2 | 4 | 7
CCc1oc(C(=O)O)cc1COC | -4 | -1 | 1 | 0.3 | -4 | 12 | 2 | -2 | -1 | 10
CCCC(=O)c1c[nH]c(C(=O)N2CCOCC2)c1 | 8 | -2 | -1 | -1.0 | 3 | 0 | 8 | -1 | 0 | 1
S=c1[nH]nc(-c2n[nH]c3c2CCC3)n1N=Cc1ccc(OCc2ccccc2)cc1 | 0 | . | -2 | . | -3 | 2 | . | . | 38* | -3
CC1(c2ccc(Cl)cc2)NC(=O)N(CC(=O)Nc2ccc(N3CCCCC3)cc2)C1=O (configuration not stated) | -2 | -7 | -3 | -2.3 | 4 | 9 | 6 | 5 | -1 | -2
COC(=O)[C@@]1(Cc2ccc(F)cc2)[C@H]2c3cc(C(=O)N(C)C)n(CCCNc4ncc(C(F)(F)F)cc4Cl)c3C[C@H]2CN1C(=O)c1ccccc1 | -3 | 4 | -2 | -0.2 | 6 | -5 | -2 | . | 16 | -7
O=C(NCCNc1ccc([N+](=O)[O-])cc1C(F)(F)F)c1ccccc1 | -3 | 5 | -1 | 1.3 | 0 | 0 | -2 | -15 | -2 | -7
O=C(NCc1ccccc1)c1cnsn1 | 4 | . | . | . | 14 | . | . | -2 | . | 3
CCN1CCN(c2nc3c(c(=O)n(C)c(=O)n3C)n2CCSc2nccc(C)n2)CC1 | -3 | 5 | -1 | 0.6 | 0 | -2 | 3 | -2 | -4 | -2
CCOC(=O)C1=C(O)/C(=C\c2cccc(OC)c2)N=C1C | -4 | -1 | 3 | -7.9 | 4 | 0 | 7 | -3 | 6 | 1
CN(C)c1ccc(CNc2ccc3c(c2)ncn3C(C)(C)C)cc1 | 0 | -7 | -6 | -3.0 | -3 | 3 | 0 | 11 | -7 | -5
COc1ccc(S(=O)(=O)NCC(c2ccc3c(c2)OCO3)N2CCOCC2)cc1 (configuration not stated) | 1 | 9 | -2 | 0.0 | 3 | 8 | -2 | 2 | -5 | -2
CN1CCN(C(=O)Nc2cccc(-c3ccccc3)c2)CC1 | 3 | -8 | -2 | 2.5 | 3 | 5 | 14 | -2 | -4 | -3
O=C(COC(=O)c1cccc(S(=O)(=O)N2CCOCC2)c1)Nc1ccc2c(c1)OCO2 | -3 | 6 | -2 | 1.6 | 1 | 9 | -17 | -3 | -1 | 2
COc1ccc(/C=N/Nc2nc(N3CCCCC3)nc(N3CCCCC3)n2)cc1[N+](=O)[O-] | -1 | 0 | -2 | -0.2 | 0 | 18 | 2 | -20 | 3 | 3
CCCCCC(=O)Nc1ccccc1N1CCN(c2ccccc2)CC1 | 10 | -7 | -3 | -0.6 | -4 | -6 | 0 | -9 | -8 | 4
Cc1cccc(NC(=S)Nc2ccccn2)c1C | 2 | -11 | 1 | 0.1 | 3 | 2 | 4 | -1 | 0 | 4
CC(C)(C)c1ccc(-c2nnc(SCC(=O)Nc3ccc4c(c3)OCCO4)n2-c2ccc(Cl)cc2)cc1 | -1 | . | -3 | . | -9 | 0 | . | . | 11 | 10
CC(C)CN1C(=O)C(NC(=O)C2CC2)(C(F)(F)F)C2=C1CC(C)(C)CC2=O (configuration not stated) | 2 | -1 | 0 | -0.8 | -12 | -3 | -5 | 0 | -7 | 1
CCC(=O)c1ccc(N2CCCCCC2)c(F)c1 | 3 | 2 | 1 | 0.7 | -2 | 0 | 2 | -7 | -2 | 6
Cc1cnc(NC(=O)C2CC=CCC2)s1 (configuration not stated) | -1 | -6 | -3 | -0.5 | 6 | 3 | -3 | 1 | 0 | -4
Cc1cc(C)c(C)c(OCc2nc(-c3cccnc3)no2)c1 | 0 | -3 | 0 | -0.4 | 5 | 2 | 6 | -10 | -3 | -5
CC(C)(C)c1cc(NC(=O)C2(C)CCN2C(=O)C2(c3ccccc3)CC2)no1 (configuration not stated) | 0 | 0 | -3 | 0.6 | 6 | -7 | -4 | . | 2 | 6
Cn1sc(NC(=O)c2ccc(Cl)cc2)nc1=O | 4 | 3 | 8.4* | -0.8 | 1 | -3 | -2 | 1 | -1 | -6
CC1Oc2ccccc2N(CC(=O)NCc2ccc3c(c2)OCO3)C1=O (configuration not stated) | 2 | -10 | 1 | -0.2 | -4 | 3 | -8 | -5 | 0 | 3
O=C1CCCN1CCCNc1ncnc2sccc12 | 2 | 11 | 3 | 2.0 | -4 | -4 | 1 | 5 | -2 | -4
COc1ccc(NC(=O)CCCC2=NS(=O)(=O)c3ccccc3N2)cc1 | 0 | 3 | 0 | 1.1 | -4 | 3 | 9 | 3 | 2 | 7
CCOC(=O)c1sc(N(C)C)nc1-c1ccccc1 | 3 | -5 | -5 | 2.1 | -1 | 6 | -3 | -3 | 1 | 7
COc1cc(C2=NOC(C(=O)Nc3cc(C)on3)C2)cc(OC)c1OC (configuration not stated) | 4 | 0 | -3 | 0.3 | 2 | 1 | 0 | 1 | 0 | -10
CCOc1ccccc1N1C(=O)c2ccc(C(=O)O)cc2C1=O | -2 | 7 | -2 | -0.3 | -5 | 3 | -5 | -2 | 1 | 1
O=C(Cc1ccc(F)cc1)NC1CCSC1=O (configuration not stated) | 0 | 2 | -4 | 0.7 | -3 | 3 | 0 | 5 | 1 | 2
CCC(=O)Nc1ccc(C(=O)Nc2ccc(OC)cc2[N+](=O)[O-])cc1 | -1 | 3 | -4 | 0.0 | -5 | 4 | 7 | 2 | 1 | -1
CSc1ccc(NC(=O)Nc2ccccc2C(N)=O)cc1 | 3 | -4 | 6 | -0.3 | 0 | 5 | -3 | -2 | 2 | -2
COc1ccc2cc(S(=O)(=O)c3ccccc3)c(=O)oc2c1 | 0 | 8 | 0 | 0.9 | -2 | -4 | -5 | -4 | -2 | -4

5 entries out of the list, sorted by number of heavy atoms, low to high.
SMILES | GC-A act | ASAP1 GAP inh | SMARCA2 act | PG9 Ab binder | Rev-erbA mod | mABHD4 FP | ARFGAP1 inh | HTRA1 inhibitor | rCAG RNA binder | GC-B act
COc1ccc(CNC(=S)NC2CCCC2)cc1 | 4 | -2 | -4 | -1.4 | 0 | 7 | -3 | 5 | -1 | 4
CN1CCN(C(=O)Nc2cccc(-c3ccccc3)c2)CC1 | 3 | -8 | -2 | 2.5 | 3 | 5 | 14 | -2 | -4 | -3
C/C=C/c1ccc(OCCCCOc2ccccc2F)c(OC)c1 | -2 | -1 | -4 | -0.2 | -4 | 5 | 8 | -6 | -4 | 1
CCCCCC(=O)Nc1ccccc1N1CCN(c2ccccc2)CC1 | 10 | -7 | -3 | -0.6 | -4 | -6 | 0 | -9 | -8 | 4
COC(=O)[C@@]1(Cc2ccc(F)cc2)[C@H]2c3cc(C(=O)N(C)C)n(CCCNc4ncc(C(F)(F)F)cc4Cl)c3C[C@H]2CN1C(=O)c1ccccc1 | -3 | 4 | -2 | -0.2 | 6 | -5 | -2 | . | 16 | -7

The list goes on.
SMILES | GC-A act | ASAP1 GAP inh | SMARCA2 act | PG9 Ab binder | Rev-erbA mod | mABHD4 FP | ARFGAP1 inh | HTRA1 inhibitor | rCAG RNA binder | GC-B act
CN(CC(=O)Nc1ccc(N2CCOCC2)cc1)C(=O)CSc1ccc(F)cc1 | 1 | -16 | 1 | -0.9 | -3 | 4 | -2 | 1 | -4 | -2
Cc1cccc(CN2CCC(CNC(=O)Nc3ccc(F)c(Cl)c3)CC2)c1 | -28 | 8 | -3 | -2.4 | 1 | 3 | -2 | -11 | -3 | -7
CCCCn1nnnc1C1(C)CCC(=O)N1Cc1cccs1 (configuration not stated) | 3 | -1 | -2 | -1.2 | 6 | 2 | 8 | . | 1 | 1
COc1ccccc1-c1nc2c3ccccc3nc(=S)n2[nH]1 | -6 | -8 | -1 | -1.9 | 3 | -3 | 6 | 4 | 5 | 0
Cc1cc(C(F)(F)F)nc(SCC(=O)NC2CCCCC2)n1 | 4 | 13 | -1 | -1.0 | 0 | 4 | 7 | 2 | 1 | 2
COc1ccc(CCC(=O)N2c3ccccc3N=C(c3ccc(C(F)(F)F)cc3)C2C(=O)NC(C)(C)C)cc1 (configuration not stated) | -2 | 15 | -1 | -1.7 | -5 | -16 | 10 | . | 3 | -3
OC(c1ccc(F)cc1)c1nc(-c2ccc(F)c(Cl)c2)cs1 (configuration not stated) | 1 | -4 | 0 | 0.0 | 10 | -41 | 12 | . | 2 | -6
Cc1ccc(C)c(OCC(=O)NCC2COc3ccccc3O2)c1 (configuration not stated) | -1 | -3 | -2 | 1.7 | -2 | -5 | -5 | -6 | -1 | -3
O=S(=O)(Cc1ccccc1)N1CCN(Cc2ccc(Br)cc2)CC1 | 1 | 9 | -1 | -1.3 | 6 | 8 | -2 | -6 | -5 | -1
